LYP inhibition: PTPN22 lymphoid phosphatase activity blockers – biochemical, fluorescence intensity, uHTS (AID 1779); recombinant LYP phosphatase, fluorescence intensity; higher % means a stronger effect; inhibition, % at 11.5 µM, or IC50 in µM where a hit was titrated; 0.054% of 290,000 active;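 also: plate controls were vehicle with enzyme for no effect and no enzyme for full effect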
NOD1 NF-kB reporter: NOD1 signaling inhibitors, primary screen, cell-based, luminescence, uHTS (AID 1578); NOD1-driven NF-kB luciferase reporter cells, luminescence; higher % means a stronger effect; inhibition, % at 4 µM, or EC50 in µM where a hit was titrated; 1% of 290,000 active; in the data active = inhibition mostly above about 36%, no sharp cut-off; inactive = mostly below about 34%;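 also: HEK-293T reporter cells stimulated with the NOD1 agonist gamma-tri-DAP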
Siah-1 displacement: Siah-1 peptide-binding antagonists, primary screen, biochemical, fluorescence polarization, rhodamine-plectin, uHTS (AID 1817); Siah-1 / rhodamine-plectin peptide fluorescence polarization; higher % means a stronger effect; 0.02% of 290,000 active; displacement, % at 20 µM; hits with a dose series show IC50 in µM;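 active = displacement of at least 50% at 20 µM, with a fluorescence ratio check between 0.3 and a set limit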;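 also: plate controls were Siah plus tracer with DMSO for no effect and tracer alone without Siah for full effect; strong numbers were not always called active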
NOD2 inhibition: NOD2 signaling inhibitors, cell-based, luminescence, uHTS, HEK293 (AID 1566). inhibition, % at 4 µM; hits with a dose series show EC50 in µM. HEK293 NOD2/NF-kB luciferase reporter, luminescence; higher % means a stronger effect. 0.63% of 290,000 active; also: many of its hits are not listed in these tables
Myeloid diff MLP: promotes myeloid progenitor differentiation | ER-HoxA9 myeloid progenitors, lysozyme-GFP differentiation, flow cytometry | calls only at 10 µM | 1% of 360,000 active | AID 624256;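 active = normalized GFP-positive differentiation at or above the plate's own cutoff, the solvent-only control mean plus 3 SD; inconclusive = no clear call, values can overlap the other calls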;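 also: cells exposed to compound for four days before flow analysis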
PhoP inhibition: PhoP-dependent GFP reporter repression – Salmonella Typhimurium, primary screen (AID 1863); inhibition, % at 50 µM; hits with a dose series show IC50 in µM; 0.16% of 300,000 active; S. Typhimurium PhoP-regulated promoter GFP reporter, 4 h; higher % means a stronger effect;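 active = inhibition over 29.93%, a cutoff 3 SD above the screen mean, later confirmed by dose response; inconclusive = inhibition over 29.93% but no dose response follow-up; inactive = inhibition at most 29.93% or unconfirmed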;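 also: 0% = low Mg2+ inducing control and 100% = high Mg2+ repressing control; strong numbers were not always called active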
HIV fusion peptide: cell-free HIV fusion peptide-binding blockers – biochemical, uHTS, fluorescence dequenching, primary screen (AID 1986) | cell-free peptide binding, fluorescence dequenching, 30 min; higher % means a stronger effect | inhibition, % at 20 µM, or IC50 in µM where a hit was titrated | 0.3% of 290,000 active; in the data active = inhibition mostly above about 52%, no sharp cut-off; inactive = mostly below about 76%; also: some results filed as inactive read as strong as hits
KOR beta-arrestin-1: kappa opioid receptor activators – cell-based, luminescence, uHTS, primary screen (AID 1777) | KOR beta-arrestin recruitment, luminescence; higher % means a stronger effect | one-dose activation, % at 10 µM; EC50 in µM for titrated hits | 0.02% of 280,000 active; in the data active = activation above about 50%, passing the limit was not always enough; also: a part of the inactive calls stands beside numbers as strong as those of hits
KOR beta-arrestin-2: kappa opioid receptor blockers – cell-based, luminescence, uHTS (AID 1778); 0.091% of 290,000 active; inhibition, % at 10 µM; hits with a dose series show IC50 in µM; KOR beta-arrestin recruitment, luminescence, antagonist mode; higher % means a stronger effect; also: strong numbers were not always called active
Myeloid diff MLP GFP+ MAC1+ %: also measured in Myeloid diff MLP; calls as there; GFP+ MAC1+ double positive, %; measured here: differentiation confirmed by MAC1 staining
An asterisk follows results filed as active; i = inactive; ? = inconclusive; . = not tested or not shown; [ ] = remark or other dose. Rule as the data show it, unless noted: active = inhibition above about 50%; inactive = the rest. A portion of the library; rates above refer to the full screens.

SMILES | LYP inhibition | NOD1 NF-kB reporter | Siah-1 displacement | NOD2 inhibition | Myeloid diff MLP | Myeloid diff MLP GFP+ MAC1+ % | PhoP inhibition | HIV fusion peptide | KOR beta-arrestin-1 | KOR beta-arrestin-2
Cc1cc(NC(=O)CSCCc2ccncc2)no1 | -4% | -34% | -5% | 13% | i | 1.4 | 3% | -0.6% | -1.6% | 10%
COc1ccc2cc(/C(C)=N/NC(=S)Nc3cc(S(=O)(=O)N4CCOCC4)ccc3N3CCOCC3)ccc2c1 | 0% | -55% | -4% | -4% | . | . | 5% | -2.2% | -0.8% | -21%[20 µM]
Cc1ccc(S(=O)(=O)N(CC(=O)N=Nc2c(O)[nH]c3ccccc23)c2ccc(C)c(C)c2)cc1 | 6% | 3% | 4% | -2% | i | 0.5 | 30% | 1.1% | 1.6% | 6%
COc1ccc(OC)c(NC(=O)/C=C/c2ccccc2[N+](=O)[O-])c1 | -2% | 4% | 2% | -1% | i | 0.3 | -4% | -1.5% | -1.4% | -20%
COc1ccc(C2=NN(C(=O)c3ccco3)C(c3cc4ccccc4nc3Cl)C2)cc1 (stereo not drawn) | -4% | -1% | -1% | -11% | . | . | -1% | 0.2% | 5.2% | 6%
O=C(Nc1ccc(F)cc1F)N1CCCCCC1 | -7% | -39% | 7% | 3% | i | 4.3 | -4% | 3.1% | 1.1% | -20%
Cc1ccc(S(=O)(=O)NCC(=O)OCc2nnc(-c3ccccc3)o2)cc1C | -5% | -32% | 3% | -4% | i | 0.9 | -14% | -2.3% | -4.3% | -18%
CCN(CC)CC#CCC(O)(c1ccccc1)C1CCCC1 (stereo not drawn) | 0% | -12% | 4% | 10% | i | 7.5 | 0% | 0.9% | 0.2% | -24%
CCn1ncc(NC(=S)NCCc2ccc(OC)c(OC)c2)c1C(N)=O | -6% | -13% | 1% | -8% | i | 0.6 | -5% | -1.3% | -8.3% | -7%
COC(=O)c1sccc1NC(=O)c1cccc(OC)c1 | -4% | -25% | 2% | 10% | i | 1.1 | 8% | 0.8% | 2.4% | -25%
O=C(Nc1ccc([N+](=O)[O-])cc1)c1ccccc1F | 0% | -39% | 10% | -44% | i | 0.2 | 4% | -0.3% | -1.9% | 1%
Cc1cc([N+](=O)[O-])nn1CC(=O)Nc1c(C)n(C)n(-c2ccccc2)c1=O | -4% | -30% | 0% | 7% | i | 1.0 | 7% | -2.1% | 0.4% | 0%
COc1cccc(C2CC(c3cccc(C)c3)n3ncnc3N2)c1 (stereo not drawn) | 0% | -28% | -1% | 0% | i | 1.3 | -1% | -2.3% | -1.8% | 0%
CSCCC(NC(=O)c1ccco1)c1nc2ccccc2[nH]1 (stereo not drawn) | -15% | -17% | -2% | 5% | i | 4.1 | -6% | -1.0% | 2.6% | 26%
CC(C)CNC(=O)CN1c2cccc3cccc(c23)S1(=O)=O | -10% | -19% | 13% | 5% | i | 0.7 | 8% | -0.8% | -2.8% | -3%
CC(=O)N1CCN(C(=S)Nc2cc(S(=O)(=O)N3CCOCC3)ccc2Cl)CC1 | -1% | -22% | -5% | 22% | i | 0.2 | 3% | 0.8% | -2.5% | 0%
O=C(OCC(=O)N1CCN(c2ccccc2)CC1)c1cc(Cl)ccc1[N+](=O)[O-] | -3% | 8% | 0% | -4% | i | 1.1 | -1% | -2.4% | 2.9% | -2%
O=C1OC(Nc2cc(Br)cc3cccnc23)c2ccccc21 (stereo not drawn) | -4% | -2% | 82% | 26% | i | 0.5 | 8% | 20% | -1.6% | 4%
Cc1cccc(NC(=O)Cn2nc([N+](=O)[O-])c(Br)c2C)n1 | -3% | -27% | 3% | -8% | i | 0.6 | -2% | 1.0% | 3.7% | -20%
CC(=O)c1ccc(N2CCN(S(=O)(=O)c3cccc4nsnc34)CC2)cc1 | -1% | -22% | 5% | 5% | i | 0.3 | 6% | -1.2% | -7.7% | -10%

A portion from further up, for reference:
SMILES | LYP inhibition | NOD1 NF-kB reporter | Siah-1 displacement | NOD2 inhibition | Myeloid diff MLP | Myeloid diff MLP GFP+ MAC1+ % | PhoP inhibition | HIV fusion peptide | KOR beta-arrestin-1 | KOR beta-arrestin-2
Cc1cc(NC(=O)CSCCc2ccncc2)no1 | -4% | -34% | -5% | 13% | i | 1.4 | 3% | -0.6% | -1.6% | 10%
COc1ccc2cc(/C(C)=N/NC(=S)Nc3cc(S(=O)(=O)N4CCOCC4)ccc3N3CCOCC3)ccc2c1 | 0% | -55% | -4% | -4% | . | . | 5% | -2.2% | -0.8% | -21%[20 µM]

Other entries
SMILES | LYP inhibition | NOD1 NF-kB reporter | Siah-1 displacement | NOD2 inhibition | Myeloid diff MLP | Myeloid diff MLP GFP+ MAC1+ % | PhoP inhibition | HIV fusion peptide | KOR beta-arrestin-1 | KOR beta-arrestin-2
COCC(=O)Nc1nc(-c2ccc(C)cc2)c(C)s1 | -2% | -17% | 2% | 15% | i | 0.5 | 1% | -1.6% | -2.6% | -19%
C=CCn1c(SCC(=O)NCCCO)nc2sc3c(c2c1=O)CCC3 | -5% | -24% | 1% | 8% | i | 0.5 | 1% | 0.7% | -2.6% | -37%[20 µM]
c1cc(-c2nnc3n2CCC3)[nH]n1 | -8% | 0% | 2% | -4% | i | 2.2 | 11% | -3.9% | 3.7% | -7%
CC1CCN(C(=O)c2cc(Cl)nc3ccccc23)CC1 | -5% | -7% | 10% | 11% | i | 0.3 | -8% | 2.0% | 0.0% | -31%
Cc1cc(C(=O)CSc2nc3ccccc3c(=O)[nH]2)c(C)n1C | -6% | -65% | -2% | -22% | i | 1.0 | -13% | 9.1% | -2.1% | 3%
CC(=O)Nc1ccc(Oc2sc(C(=O)c3ccccc3)c(N)c2C#N)cc1 | -7% | 26% | -5% | -30% | i | 1.0 | 9% | 0.0% | 6.5% | -11%
COCCn1c(SCCCc2ccccc2)nc2c1c(=O)[nH]c(=O)n2C | -3% | -5% | 1% | 12% | i | 1.3 | -6% | 2.1% | -5.9% | -34%
CCOC(=O)N1CCN(c2nc(C(F)(F)F)nc3c(C)cc(C)cc23)CC1 | 8% | -14% | -1% | -3% | i | 0.8 | -5% | 0.6% | -1.8% | 12%
CC(=O)N1CCN(c2ccc(NC(=O)c3cccc(OCc4ccccc4)c3)cc2)CC1 | -11% | -13% | -6% | 14% | i | 0.5 | -11% | 15% | -2.9% | -10%
CCN(CC)CCCNC(=O)c1cn(CC)c2cc(N3CCN(C(=O)c4ccco4)CC3)c(F)cc2c1=O | -13% | -13% | 1% | 19% | i | 1.2 | 14% | 1.1% | 4.7% | 25%
O=C1CC(N2CCC(c3nc4ccccc4[nH]3)CC2)C(=O)N1Cc1ccccc1 (stereo not drawn) | 0% | -24% | 0% | 3% | i | 1.9 | 2% | -0.1% | 6.7% | 5%
COc1ccc(OC)c(NC(=S)N2CCN(c3ccccn3)CC2)c1 | 0% | -35% | 0% | 2% | i | 0.4 | -7% | -2.9% | 0.7% | -6%
COc1ccc(S(=O)(=O)N2CCC(C(=O)N[C@@H](C)C(=O)NC3CC3)CC2)cc1 | -8% | -15% | 5% | 6% | i | 1.3 | 0% | 1.1% | 5.7% | 3%
CCCN(CCC)CCCNC(=O)c1cc2cc3ccc(Cl)cc3nc2o1 | -6% | 4% | -1% | 0% | i | 0.2 | -4% | 2.1% | 0.7% | -7%
CCOC(=O)c1sc(SCC(=O)Nc2ccc(N(C)C)cc2)nc1N | -6% | -17% | 4% | 5% | i | 1.5 | 5% | -1.1% | 4.7% | -1%
CC1OC2(OC1C)C(=O)Nc1ccccc12 (stereo not drawn) | -8% | 13% | -5% | 10% | i | 1.5 | 2% | 2.4% | -9.8% | 12%
CC1CCCC(C)N1/N=C/c1ccc(C(=O)O)cc1 (stereo not drawn) | -3% | -16% | 1% | 5% | i | 0.4 | -3% | -1.6% | -1.1% | -2%
Cc1sc2ncn(CC(=O)NCC3COc4ccccc4O3)c(=O)c2c1S(=O)(=O)N1CCCCC1 (stereo not drawn) | -10% | -2% | 3% | 17% | i | 0.7 | -5% | -1.1% | 2.2% | -5%
COc1ccc(CCNC(=O)c2noc(C(C)C)c2[N+](=O)[O-])cc1OC | -7% | -4% | 2% | 4% | i | 0.7 | 0% | -1.1% | -2.6% | 15%
O=S1(=O)C=CC(Nc2cccc(Cl)c2)C1 (stereo not drawn) | -4% | -15% | 4% | -1% | i | 5.4 | 42% | -1.2% | -3.9% | 24%
CC(=O)c1ccc(NC(=O)C(C)OC(=O)COc2ccc(C#N)cc2)cc1 (stereo not drawn) | -8% | 7% | 4% | 11% | i | 0.3 | 1% | 4.1% | -2.1% | 5%
COC(=O)CSc1nc2ccc(N)cc2s1 | -6% | -30% | -5% | -6% | i | 0.6 | -3% | -0.5% | -3.2% | -20%[20 µM]
COc1cc(C)c(C(=O)Oc2cc(C)c(C(=O)O)c(O)c2C)c(OC)c1C | 3% | 3% | 0% | -1% | i | 1.8 | 0% | 47% | -0.4% | -22%
COC(=O)c1ccc(C(=O)OC)nc1 | -8% | 9% | 0% | 18% | i | 0.5 | 2% | -2.0% | 1.7% | 0%
COP(=O)(OC)C(Nc1ccc([N+](=O)[O-])cc1)c1ccccc1 (stereo not drawn) | -2% | -11% | 8% | 8% | i | 0.9 | -10% | -0.4% | 3.6% | 14%
c1ccc(COc2ccccc2CNC23CC4CC(CC(C4)C2)C3)cc1 | -10% | -15% | -3% | -7% | i | 0.1 | -4% | -1.6% | -0.1% | -73%[20 µM]
Cc1cc(=O)[nH]c(N/N=C/c2ccccc2C(F)(F)F)n1 | -7% | -30% | 2% | 16% | i | 0.6 | 11% | -0.4% | -6.4% | 0%
O=[N+]([O-])c1cccc(NC2=NCCC2)c1 | -10% | -28% | 6% | 20% | i | 0.9 | -1% | 0.8% | -2.3% | -24%[20 µM]
CCN(CC)c1nc(C)nc2c1sc(=S)n2C | -2% | -16% | 1% | 11% | i | 0.2 | 7% | -1.2% | 0.8% | 28%
O=C(O)c1nn(CCOc2ccc(Br)cc2)c(=O)c2ccccc12 | -5% | -20% | -2% | -1% | ? | . | 1% | -0.9% | -1.6% | -26%
O=C(c1ccc2snnc2c1)N1CCN(c2ccccc2)CC1 | -5% | -10% | 0% | 2% | i | 0.8 | -11% | -3.1% | -2.7% | -17%
CCCCCCCC1(C)NC(=O)NC1=O (stereo not drawn) | 0% | 9% | -2% | -2% | i | 0.5 | -7% | 1.0% | 0.6% | 4%
O=C(NCCCCCCNC(=O)c1ccc(Br)s1)c1ccc(Br)s1 | -4% | 2% | 12% | -33% | i | 0.6 | 5% | 7.1% | 68% | 19%
CC(C)OCCCNC(=O)C(NS(=O)(=O)c1ccc2c(c1)c(=O)n(C)c(=O)n2C)c1ccccc1 (stereo not drawn) | -2% | -25% | 5% | 3% | . | . | -7% | -0.5% | -2.6% | 21%
CCOC(=O)C1=C(C)NC(=S)N(C=O)C1c1ccccc1 (stereo not drawn) | -5% | -16% | -2% | -1% | i | 0.2 | 8% | 0.0% | -3.8% | -4%
CC(C)OC(=O)NC(C)(C)COC(=O)Nc1cccc(Cl)c1 | -1% | 16% | -8% | 18% | i | 4.6 | 2% | -2.5% | 1.0% | 1%
CC(C)(C)Nc1nc(Nc2ccc([N+](=O)[O-])cc2)nc(NC(C)(C)C)n1 | 5% | 6% | -4% | 8% | i | 0.5 | -2% | 2.7% | 1.4% | -9%[20 µM]

Assay outcomes (PubChem)
